# hIAP act: human IAP activators, primary screen, biochemical, luminescence, uHTS. hit rate 0.16% among 330,000. purified human IAP, CDP-Star luminescence, 30 min; stronger effect = higher value; 1 = vehicle-only enzyme, 0 = enzyme-free background. activation factor at 10 µM;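 active = activation factor of the enzyme at least 2-fold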; also: the source names both 10 and 20 µM as test concentration; values of inactives mirror those of a sister screen read the other way
# A3G deaminase: APOBEC3G DNA deaminase inhibitors, primary screen, biochemical, fluorescence, single-stranded DNA substrate, uHTS | recombinant A3G, ssDNA deamination FAM/TAMRA fluorescence | DNA dC->dU-editing enzyme APOBEC-3G (Homo sapiens), Q9HC16 | inhibition, % at 20 µM | hit rate 0.28% among 330,000;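 active = inhibition of at least 40% at 20 µM, with no more than 30% in the related APOBEC3A deaminase screen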;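 also: plate controls were DMSO wells with A3G for no effect and wells lacking A3G enzyme for full effect; some compounds called inactive have numbers as strong as hits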
# Target sequence (Q9HC16 whole entry, looked up): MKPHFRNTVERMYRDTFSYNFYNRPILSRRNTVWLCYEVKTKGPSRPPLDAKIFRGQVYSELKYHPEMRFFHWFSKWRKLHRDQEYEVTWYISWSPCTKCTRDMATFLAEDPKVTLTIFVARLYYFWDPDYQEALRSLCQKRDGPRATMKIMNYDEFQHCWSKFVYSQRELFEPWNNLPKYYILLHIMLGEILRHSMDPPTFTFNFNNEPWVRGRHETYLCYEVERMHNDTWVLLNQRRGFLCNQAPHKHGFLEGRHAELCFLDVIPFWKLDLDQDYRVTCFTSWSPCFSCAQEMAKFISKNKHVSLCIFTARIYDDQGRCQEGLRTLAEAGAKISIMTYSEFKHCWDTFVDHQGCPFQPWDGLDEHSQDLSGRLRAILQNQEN
# NLRP3 yeast inh: NALP3 inflammasome inhibitors in reconstituted yeast, primary screen, luminescence, uHTS; AID 2825, 2010; inhibition, % at 10 µM; Yeast reconstituted NLRP3/ASC/caspase-1, beta-gal luminescence, 24 h; hit rate 0.39% among 330,000;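 active = inhibition of 50% or more; inactive = inhibition below 50%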;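 also: plate controls were induced DMSO wells for no effect and uninduced yeast grown without galactose for full effect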
# MIN6 prolif: inducers of MIN6 beta-cell proliferation, primary screen, ATP luminescence, uHTS; hit rate 0.29% among 330,000; proliferation, % at 10 µM; MIN6 cells proliferation, ATPlite luminescence, 48 h; cells starved in 0.2% serum; 100% = growth in 10% serum;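 active = compounds whose signal lies at least 3.5 SD above the mean of all wells on their plate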;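 also: 0% = DMSO-treated cells in low-serum medium and 100% = 10% serum control; some compounds called inactive have numbers as strong as hits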
# SENP1 inh: human SENP1 catalytic domain inhibitors, primary screen, biochemical, FRET, uHTS | Sentrin-specific protease 1 (Homo sapiens), Q9P0U3 | recombinant SENP1 catalytic domain, CyPet-SUMO1-YPet FRET cleavage | inhibition, % at 10 µM | hit rate 0.21% among 360,000;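 active = inhibition at least 30% at 10 µM, raw YFP signal under a set limit, fluorescence ratio 0.5 to 1.5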;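 also: 0% = enzyme with DMSO and 100% = no enzyme wells; some results filed as inactive read as strong as hits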
# Target sequence (Q9P0U3 419-644 limits assumed): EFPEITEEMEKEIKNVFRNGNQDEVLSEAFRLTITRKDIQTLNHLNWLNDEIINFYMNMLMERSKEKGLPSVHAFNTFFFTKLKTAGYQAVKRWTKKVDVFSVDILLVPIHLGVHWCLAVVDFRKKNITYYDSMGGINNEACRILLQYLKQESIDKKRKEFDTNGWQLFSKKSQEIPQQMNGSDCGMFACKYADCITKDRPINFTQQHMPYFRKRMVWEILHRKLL
#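 Compound: 10 µM single point, 0.5% DMSO; Test system: hSENP1 catalytic domain, recombinant; Timing: 50 min reaction at room temperature; Technique: FRET, CFP and YFP emission; Control set: no-enzyme wells low, DMSO-plus-enzyme wells high control.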
# mIAP inh: inhibitors of mouse IAP, primary screen, biochemical, luminescence, uHTS; hit rate 0.2% among 330,000; AID 2806, 2010; purified mouse IAP, CDP-Star luminescence, 30 min; inhibition, % at 10 µM;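 active = inhibition of at least 40% at 10 µM in the primary screen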;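 also: plate controls were DMSO with enzyme for no effect and no enzyme wells for full effect; values of inactives mirror those of a sister screen read the other way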
# A3A deaminase: APOBEC3A ssDNA deaminase inhibitors, primary screen, selectivity assay for APOBEC3G inhibitor project, biochemical, FAM/TAMRA oligo cleavage fluorescence. inhibition, % at 20 µM. AID 493011, 2011. recombinant A3A, FAM/TAMRA ssDNA deamination fluorescence. hit rate 0.41% among 330,000. DNA dC->dU-editing enzyme APOBEC-3A (Homo sapiens), P31941;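 active = at least 40% inhibition at 20 µM here, with at most 30% in a related deaminase screen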;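 also: plate controls were A3A with DMSO for no effect and wells lacking A3A enzyme for full effect; some results filed as inactive read as strong as hits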
# Target sequence (P31941 whole entry, looked up): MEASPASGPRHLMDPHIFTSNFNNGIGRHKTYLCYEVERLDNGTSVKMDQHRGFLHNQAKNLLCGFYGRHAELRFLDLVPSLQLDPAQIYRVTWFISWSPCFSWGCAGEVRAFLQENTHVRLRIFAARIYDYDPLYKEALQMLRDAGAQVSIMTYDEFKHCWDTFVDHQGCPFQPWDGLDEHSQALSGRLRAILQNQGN
# mIAP activ: activators of mouse IAP, primary screen, biochemical, luminescence, uHTS; intestinal alkaline phosphatase [Mus musculus]; hit rate 0.24% among 330,000; activation factor at 10 µM; muIAP, CDP-Star luminescence, 30 min; stronger effect = higher value; 1 = vehicle-only enzyme signal, 0 = enzyme-free wells; AID 2805, 2010;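 active = activation factor of at least 2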; also: the source names both 10 and 20 µM as test concentration; values of inactives mirror those of a sister screen read the other way
#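 Assay system: mouse IAP enzyme; reagent: chemiluminescent substrate CDP-Star; dosing: test compounds delivered from DMSO solution; schedule: 30 min at room temperature; measured by: luminescence from enzymatic CDP-Star hydrolysis; controls: DMSO-only wells and no-enzyme negative control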
# hIAP inh: human IAP inhibitors, primary screen, biochemical, luminescence, uHTS; Intestinal-type alkaline phosphatase (Homo sapiens), P09923; purified IAP, CDP-Star luminescence, 30 min; inhibition, % at 10 µM; hit rate 0.12% among 330,000;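 active = inhibition reaching a set limit with compound at 10 µM in the primary screen, cut at about 35% in these data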;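 also: plate controls were DMSO wells with enzyme for no effect and no-enzyme buffer wells for full effect; values of inactives mirror those of a sister screen read the other way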
# An asterisk follows results filed as active; & = joins results of further samples.
SMILES,hIAP act,A3G deaminase,NLRP3 yeast inh,MIN6 prolif,SENP1 inh,mIAP inh,A3A deaminase,mIAP activ,hIAP inh
Cc1ccc(NC(=O)CN(C)CC(=O)Nc2ccc(N3CCOCC3)cc2)c(C)c1,1.2,2,14,0,0,-6,-2,1.1,-18
COCCn1cc(C(=S)N2CCOCC2)c2ccccc21,1.1,5,0,2,2,-5,4,1.1,-13
O=C(NCCc1ccncc1)C(F)(F)F,1.2,-4,-10,0,3,4,-2,0.96,-19
C/C(=N\Nc1nc(C)cc(-c2ccccc2)n1)c1ccc(O)cc1,0.94,-5,4,-4,3,6,-4,0.94,6
O=C(CCCOc1ccccc1)Nc1ccncc1,0.99,-3,22,-2,0,1,-2,0.99,1
CCn1c2ccccc2c2cc(/C=N/n3cn[nH]c3=S)ccc21,1.1,14,68*,-1,1,12,1,0.88,-13
COc1cccc(C(=O)COC(=O)COc2c(C)cc(C)cc2C)c1,0.95,-8,9,-3,1,-11,-2,1.1,5
Nc1nc(SCC(=O)c2cc3ccccc3o2)n[nH]1,0.96,-5,-2,0,-3,27,-3,0.73,4
COc1ccc(N(C(=O)COc2cccc(C)c2)S(=O)(=O)c2ccc(C)cc2)cc1,1,-5,-7,-6,2,10,2,0.9,0
CCOC(=O)N1CCC(NC(=O)Cn2cccc2C(=O)c2ccccc2C)CC1,1.2,-5,22,1,-1,12,-3,0.88,-18
CCc1ccc(S(=O)(=O)N(C(=O)c2ccncc2)c2ccc(OC(=O)c3ccncc3)cc2)cc1,1.1,-4,8,0,1,8,0,0.92,-7
Cc1ccc(S(N)(=O)=O)cc1NC(=O)/C=C/c1ccc2c(c1)OCO2,0.89,-3,-5,0,-1,6,0,0.94,11
CCOC(=O)C1=C(COC(=O)/C=C/c2ccc(Cl)cc2)NC(=O)NC1C (stereo not given),1.2,-6,18,0,3,-1,-1,1,-16
Cc1ccc(NC(=O)CCNC(=O)c2ccc(Br)cc2)nc1,1.1,-2,7,-2,0,7,0,0.93,-8
Cc1cc(SCc2ccc([N+](=O)[O-])cc2)nc(=O)[nH]1,0.94,-2,-2,0,0,2,-1,0.98,6
S=C(NCC1CCCO1)Nc1ccc(Nc2ccccc2)cc1 (stereo not given),0.95,4,14,-3,2,-2,-6,1,5
CN1CCN(CCC(=O)Nc2cccc(Br)c2)CC1,0.98,-7,-16,3,-1,-7,-6,1.1,2
CCOc1ccccc1CN1CCN(Cc2[nH]c3ccccc3c2C)CC1CCO (stereo not given),0.88,0,20,-6,0,-14,0,1.1,12
CCOC(=O)c1c(C)[nH]c(C)c1C(=O)COc1ncnc2ccccc12,0.87,-5,20,3,-2,8,2,0.92,13
O=C(N/N=C/c1cccc(OC(=O)N2CCOCC2)c1)c1cccs1,0.87,3,12,-4,1,3,0,0.97,13
CCCc1nn(-c2ccccc2)c2c1C(c1cccs1)C(C#N)=C(N)O2 (stereo not given),0.91,6,8,-5,-2,-2,-1,1,10
CCOCCn1c(CN2CCN(C(c3ccccc3)c3ccccc3)CC2)nc2c1c(=O)n(C)c(=O)n2C,1,-10,-8,-6,1,4,-5,0.96,-2
CC(=O)N(Cc1cc(=O)[nH]c2ccccc12)c1ccccc1C,0.96,-9,1,-1,0,8,-5,0.93,4
CCC(C)(CC(=O)O)CC(=O)Nc1cc(C(F)(F)F)cc(C(F)(F)F)c1 (stereo not given),1.1,-2,6,-2,3,-5,-1,1.1,-10
O=C(Nc1ncn[nH]1)c1ccccc1Br,0.87,-10,17,1,0,8,-1,0.92,13
O=C(COc1ccc(Cl)cc1)N1CCCCC1,1.1,4,34,2,0,-2,4,1,-9
COc1ccc(Cc2c(O)nc(SCC(=O)NC34CC5CC(CC(C5)C3)C4)[nH]c2=O)cc1,1.1&0.97,-6&-4,-10&15,-3&1,-2&-2,6&6,-5&-1,0.94&0.94,-6&3
Cc1ccc(Cl)cc1NC(=S)N(CCN(C)C)Cc1cccs1,1.1,-1,5,-3,3,0,7,1,-10
O=C1CC(c2ccc(Cl)cc2)n2nc(NS(=O)(=O)c3ccc(F)cc3)nc2N1 (stereo not given),1.3,1,-3,-3,1,5,1,0.95,-28
Cc1c(-c2nc(-c3ccc(C(F)(F)F)cc3)no2)n(C)oc1=O,1,2,30,-1,3,8,1,0.92,0
CC(C)(C)C(=O)Nc1cccc(-c2nc3ccccc3[nH]2)c1,0.97,-3,14,-3,0,-1,-2,1,3
COc1cc(NC(=O)CSc2nc(C)cs2)cc(OC)c1,1.4,2,24,-2,0,-22,-4,1.2,-37
CC1=C(C(=O)NC2CC(C)(C)Cc3c2cnn3-c2cccc(F)c2)OCCO1 (stereo not given),0.94,-3,9,-3,0,4,-2,0.96,6
Cc1ccc(/C=N/NC(=O)c2c(-c3ccccc3)noc2C)c(O)c1,1.6,7,22,-7,-19,-5,3,1.1,-62
CCNC(=S)N1CCc2cc(OC)c(OC)cc2C1COc1ccc(OC)cc1 (stereo not given),1.1,-2,-2,3,1,-12,-2,1.1,-5
COc1ccc(S(=O)(=O)N2CCOC2CNC(=O)C(=O)NCCCN2CCOCC2)cc1 (stereo not given),1,-13,20,5,-1,8,-4,0.92,-2
C=CCn1c(=O)c2ccccc2n2c(SCC(=O)NC)nnc12,1,-7,16,-2,0,-7,-1,1.1,-2
C=CS(=O)(=O)c1ccc(Oc2ccc(S(=O)(=O)C=C)cc2)cc1,1.1,-8,39,-6,0,6,5,0.94,-12
COc1ccc(CNC(=O)C(C)NS(=O)(=O)c2ccc(C)cc2)cc1 (stereo not given),1,-8,7,0,1,-3,-2,1,-2
COCCC(=O)N1CCC(Oc2ccc(C(=O)N3C[C@@H]4CCC[C@H]3C4)cc2)CC1,1.2,-5,-3,-1,1,-8,-4,1.1,-16
O=S(=O)(/N=C(\Sc1ccccc1)c1ccccc1)c1ccc(Cl)cc1,0.87,21,-4,-5,1,4,2,0.96,13
CS(=O)(=O)c1ccc(Cl)c(NC(=O)Cc2ccsc2)c1,0.64,-1,6,-2,-2,-2,14,1,36*
Cn1cccc1CNCC(O)c1ccccc1 (stereo not given),1.1,-8,11,1,0,8,-8,0.92,-11
COc1ccc(-c2cc(CNS(=O)(=O)c3cc(OC)ccc3OC)on2)cc1,1,-8,13,8,1,5,0,0.95,-1
CCOC(=S)SCC(=O)Nc1nc(-c2ccccc2)cs1,1.1,1,21,-3,0,28,2,0.72,-14
COc1ccc(/C=N/n2c(N)nc3ccccc32)cc1OC,0.97,-3,17,-2,-1,3,3,0.97,3
Cc1cccc(OCC(=O)O/N=C(\N)Cc2cccs2)c1,1.1,-3,17,0,1,6,0,0.94,-11
CC(C)(C)c1cc(NS(=O)(=O)c2cccs2)no1,1.1,-4,10,-3,0,-12,-7,1.1,-14

# An excerpt of these results, bar-delimited.
SMILES | hIAP act | A3G deaminase | NLRP3 yeast inh | MIN6 prolif | SENP1 inh | mIAP inh | A3A deaminase | mIAP activ | hIAP inh
Cn1cccc1CNCC(O)c1ccccc1 (stereo not given) | 1.1 | -8 | 11 | 1 | 0 | 8 | -8 | 0.92 | -11
COc1ccc(-c2cc(CNS(=O)(=O)c3cc(OC)ccc3OC)on2)cc1 | 1 | -8 | 13 | 8 | 1 | 5 | 0 | 0.95 | -1
CCOC(=S)SCC(=O)Nc1nc(-c2ccccc2)cs1 | 1.1 | 1 | 21 | -3 | 0 | 28 | 2 | 0.72 | -14

# More records follow:
SMILES,hIAP act,A3G deaminase,NLRP3 yeast inh,MIN6 prolif,SENP1 inh,mIAP inh,A3A deaminase,mIAP activ,hIAP inh
CCCCN(C(=S)Nc1cccc(SC)c1)C1CCN(C(C)=O)CC1,0.89,9,-4,-5,2,-10,1,1.1,11
CCOC(=O)N1CCN(C(=O)/C=C/c2cccc([N+](=O)[O-])c2)CC1,0.87,-3,3,0,0,8,6,0.92,13
CCOc1ccc(-c2nc(CSc3nnc(N)s3)cs2)cc1,1.2,-1,25,-2,2,-7,-6,1.1,-25
N#C/C(=C\c1coc2ccc(O)cc2c1=O)C(=O)Nc1nc2ccccc2s1,0.98,-13,11,-4,-34,60*,12,0.4,2
CCN1CC2=C(OC(N)=C(C#N)C2c2ccccc2)/C(=C\c2ccccc2)C1 (stereo not given),0.99,0,15,-4,-60,-1,-1,1,1
Cn1c(SCC(=O)N/N=C/C=C/c2ccco2)nc2ccccc21,1.1,25,9,0,-4,34,18,0.66,-9
Cc1ccccc1OCC(=O)NNC(=S)NC(=O)c1ccccc1[N+](=O)[O-],1,-7,28,0,5,28,-3,0.72,-4
COc1ccc(CCNC(=O)C(=O)NCC2CCCO2)cc1 (stereo not given),0.98,-7,-21,3,0,4,-5,0.96,2
O=C1CC(NS(=O)(=O)c2cccnc2)CN1c1ccccc1 (stereo not given),1,-10,2,5,1,-1,2,1,-2
Cn1c(=O)c(=O)n(C)c2cc(S(=O)(=O)N3CCOc4ccccc43)ccc21,0.94,-14,4,6,1,2,-5,0.98,6
CCOC(=O)c1cccc(NC(=O)C(C)N2C(=O)c3ccccc3C2=O)c1 (stereo not given),0.94,-9,1,1,1,-2,2,1,6
Cn1c(SCc2ccon2)nc2ccccc2c1=O,0.88,-2,1,0,3,4,0,0.96,12
Cc1ccccc1NC(=O)C(Cl)=C(Cl)Cl,0.98,-6,-13,-6,0,4,-8,0.96,2
COc1cc2c(cc1OC)C(C)N(C(=O)c1cc(C)on1)CC2 (stereo not given),1,-5,8,-4,1,-4,12,1,0
C=CCNC(=S)Nc1ccc(OC(F)F)c(Cl)c1,1,-7,-3,-1,2,-25,-2,1.2,-1
Cc1ccc(NCc2ccccc2O)cc1C,0.86,-5,-3,-1,2,6,-3,0.94,14
O=C(CCc1nc(-c2ccccc2)no1)NCCc1ccccc1,0.99,-2,24,-1,1,1,1,0.99,1
Cc1nc2c(C)cccc2cc1C(=O)N/N=C/c1ccc(O)cc1,0.84,-5,-17,3,-5,12,-4,0.88,16
CCN(CC)CCn1nc(C)nc1-c1ccccc1O,1,-1,18,-1,3,0,-72,1,-3
COc1ccc(-c2noc(=O)n2Cc2cc(C)ccc2C)cc1,0.93,-11,5,-2,1,3,-3,0.97,7
O=C(N/N=C/c1ccc(O)c(O)c1)C1CC1,1.1,-5,10,-1,2,15,3,0.85,-12
O=c1cnnc(Nc2ccc(Nc3ccccc3)cc2)[nH]1,1.1,-2,4,-2,1,5,0,0.95,-8

# Some of the compounds tested; rates above refer to the full screens.
